CXCR6 block = inhibitors of human CXCR6 receptor; O00574; CHO-K1 PathHunter CXCR6 beta-arrestin, luminescence; inhibition, % at 20 µM; 0.36% of 360,000 active; AID 602244; in the data active = inhibition above about 34%, passing the limit was not always enough;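 note: antagonist mode with CXCL16 agonist at 10 nM final; 0% = 10 nM CXCL16 with DMSO and 100% = unstimulated wells without agonist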
Target sequence (O00574 whole entry, looked up): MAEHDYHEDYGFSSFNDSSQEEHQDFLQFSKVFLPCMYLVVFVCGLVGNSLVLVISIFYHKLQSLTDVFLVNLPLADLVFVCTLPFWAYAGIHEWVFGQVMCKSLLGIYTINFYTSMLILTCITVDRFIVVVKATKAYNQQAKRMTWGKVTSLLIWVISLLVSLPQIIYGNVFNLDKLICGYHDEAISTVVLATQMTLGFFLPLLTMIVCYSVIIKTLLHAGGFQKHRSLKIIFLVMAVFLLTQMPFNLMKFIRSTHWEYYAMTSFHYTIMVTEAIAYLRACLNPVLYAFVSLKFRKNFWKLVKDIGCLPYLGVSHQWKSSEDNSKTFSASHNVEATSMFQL
TIM10 inh = growth inhibitors of TIM10 yeast strain. inhibition, % at 10 µM. 1.4% of 330,000 active. S. cerevisiae TIM10 strain growth, BacTiter-Glo luminescence, 24 h;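 active = inhibition of 40% or more at the single tested concentration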;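 note: wild-type TIM10 isogenic control strain grown at permissive 25 °C; 0% = DMSO yeast wells and 100% = minimal medium wells without yeast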
UPR XBP1 act = activators of adaptive arm of unfolded protein response (XBP1) | CHO-XBP1 luciferase reporter, IRE1-XBP1 UPR activation, luminescence; percent of tunicamycin response, DMSO as zero | activation, % at 20 µM | 0.33% of 330,000 active | AID 463104;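 active = versus positive control, 20 µM dose yields 30% or more activation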;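 note: 100% = tunicamycin at 10 µg/mL and 0% = DMSO only wells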
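assay system = CHO-XBP1 luciferase reporter cells | amount = 1000 cells/well | buffer or medium = F12 plus 10% FBS | compound dosing = single point, 20 µM final compound, 1% DMSO | incubation = 16-18 h cell attachment at 37 °C, then 6 h compound exposure | detection = Steady-Glo luminescence read | controls = tunicamycin 10 µg/mL and vehicle-only wells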
CHOP UPR activ = activators of apoptotic arm of unfolded protein response (CHOP); CHO-CHOP luciferase reporter, UPR activation, luminescence; percent of tunicamycin response over DMSO baseline; activation, % at 10 µM; 0.34% of 330,000 active; AID 449763;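 active = at 10 µM dose, activation of 40% or more, normalized to positive control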;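 note: 100% = tunicamycin at 10 µg/mL and 0% = DMSO alone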
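Assay system: CHO-CHOP cells, stable luciferase reporter of PERK-eIF2a-CHOP signalling / Buffer or medium: F12 plus 10% serum / Compound dosing: one dose, 10 µM in 0.5% DMSO / Times: 6 h compound treatment, 37 °C / Technique: luciferase luminescence / Read-out: % reporter activation, DMSO baseline versus tunicamycin full activation / Benchmarks: tunicamycin and DMSO controls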
tim23-1 inh = tim23-1 yeast growth inhibition. 1.3% of 330,000 active. inhibition, % at 20 µM. S. cerevisiae tim23-1 growth, BacTiter-Glo luminescence, 24 h;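 active = growth inhibition of the mutant yeast at or above 50%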;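 note: temperature-sensitive mutant grown at 25 °C; plate controls were DMSO-treated mutant yeast for no effect and medium wells lacking yeast for full effect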
tim10-1 inh = inhibits growth of tim10-1 mutant yeast | S. cerevisiae tim10-1 ts strain growth, BacTiter-Glo, 24 h | inhibition, % at 20 µM | 2.2% of 330,000 active;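 active = inhibition of at least 40%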;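 note: mutant grown at 25 °C; 0% = DMSO wells with yeast and 100% = wells holding no yeast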
APJ agonist = agonists of human APJ apelin receptor | P35414 | CHO-K1 APJ PathHunter beta-arrestin, luminescence; 0% DMSO wells, 100% apelin | activation, % at 20 µM | 0.11% of 330,000 active;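 active = activation more than six SD over the plate average, tested at 20 µM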;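 note: 0% = DMSO alone and 100% = apelin-13 at 10 nM; some results filed as inactive read as strong as hits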
Target sequence (P35414 whole entry, looked up): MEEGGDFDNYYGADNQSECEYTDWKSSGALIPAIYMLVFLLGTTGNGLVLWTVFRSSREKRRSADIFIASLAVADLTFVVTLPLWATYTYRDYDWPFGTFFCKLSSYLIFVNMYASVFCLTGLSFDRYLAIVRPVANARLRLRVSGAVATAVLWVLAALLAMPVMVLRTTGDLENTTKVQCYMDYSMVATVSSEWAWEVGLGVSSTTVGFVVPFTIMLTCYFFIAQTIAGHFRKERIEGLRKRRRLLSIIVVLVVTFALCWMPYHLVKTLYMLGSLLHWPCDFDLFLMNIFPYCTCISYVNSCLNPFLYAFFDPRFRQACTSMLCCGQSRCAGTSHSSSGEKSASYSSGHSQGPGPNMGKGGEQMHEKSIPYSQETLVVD
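Test system – PathHunter CHO-K1 APJ (AGTRL-1) beta-arrestin reporter cells · Input – 1000 cells/well · Compound – single test compound dose, 20 µM final, 1% DMSO · Times – compound stimulation 90 min at 25 °C, detection 60 min · Technique – beta-gal luminescence · Read-out basis – APJ–arrestin association signal · Control set – negative DMSO alone, positive Apelin-13 at 10 nM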
APJ antag = APJ receptor antagonism; P35414; CHO-K1 APJ beta-arrestin complementation, luminescence; inhibition, % at 20 µM; 0.32% of 330,000 active; AID 2521;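 active = inhibition above about 40% at 20 µM, limit read from the data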;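 note: cells challenged with 10 nM apelin-13 agonist together with compound; plate controls were apelin-13 plus DMSO wells for no effect and DMSO wells lacking apelin-13 for full effect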
Mdm2-MdmX inh = inhibitors of human Mdm2/MdmX interaction; SaOS-2 split-luciferase Mdm2/MdmX complementation, luminescence; inhibition, % at 8 µM; 3% of 330,000 active;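 active = inhibition of at least 50% at 8 µM in the primary screen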
* hit, by the source's call; / = no result given. An excerpt; the hit share may differ from the screen's.

Compound,CXCR6 block,TIM10 inh,UPR XBP1 act,CHOP UPR activ,tim23-1 inh,tim10-1 inh,APJ agonist,APJ antag,Mdm2-MdmX inh
O=C(Nc1cnn(Cc2ccc(F)cc2)c1)C(c1ccccc1)c1ccccc1,8,6,0,0.7,-6,2,-1,6,8
CCCC[n+]1c(C)sc2ccc(C)cc21,-3,11,-1,-1.1,9,24,-3,19,19
COc1cc(C2Nc3ccc4ncccc4c3C3=C2C(=O)CC(C)(C)C3)cc(OC)c1O (stereo not drawn),-12,3,0,0.9,12,-2,4,-36,-24
O=C(CS(=O)(=O)c1ccccc1)NCc1ccc(Cl)cc1,5,5,-2,2.1,8,8,-8,11,35
c1ccc(-c2nc3cc4ccccc4cc3[nH]2)nc1,-1,17,-4,-5.7,40,27,-2,1,-21
CCc1ccc(NCCC(=O)c2ccc(Cl)cc2)cc1,-6,-13,5,0.6,-2,-15,1,-21,-22
CCn1c(SCC(=O)N2CCCCCC2)nc2c([nH]c3ccccc32)c1=O,-1,-8,-1,-1.2,5,6,-6,13,6
O=C(CN1CCN(c2ccccn2)CC1)NCc1cccs1,1,-6,0,0.1,3,11,1,0,-16
CCOC(=O)/C(C#N)=C/c1cc2cc(C)c(C)cc2nc1Cl,5,30,-1,3.7,62*,-3,-2,-2,9
O=C(c1ccc(Cl)c(F)c1F)N1CCCC1,0,6,3,0.0,13,13,-3,6,8
COc1cccc(C(=O)Nc2ccc3c(cc2=O)[C@@H](NC(C)=O)CCc2cc(OC)c(OC)c(OC)c2-3)c1,5,-7,15,2.1,7,22,-1,3,71*
O=C(O)CCCNC(=O)CC1S/C(=N/N=C/c2ccccc2O)NC1=O (stereo not drawn),-3,13,3,-1.2,7,20,-4,8,-10
CCC(C)NC(=O)Cc1c(C)c2cc3c(cc2oc1=O)OC(C)(C)CC3 (stereo not drawn),-6,2,-1,3.0,21,37,-1,5,-36
CC1CCCC(C)N1C(=O)C1CC(c2ccc(F)cc2)=NO1 (stereo not drawn),2,-16,0,1.8,2,10,-4,19,-38
COc1ccc(C(=O)NNS(=O)(=O)c2ccc(C)cc2)cc1,0,-4,0,4.4,12,3,2,6,2
O=S(=O)(c1ccc(Br)cc1)N1CCCN(Cc2cccc(F)c2)CC1,-4,-5,0,1.1,35,-4,1,-17,0
CCOC(=O)N1CCC(NC(=O)c2cc(C(=O)Nc3cccc(C(F)(F)F)c3)ccc2CO)CC1,-4,9,-2,-0.2,2,17,-4,-8,12
CC(NCC(c1ccco1)N1CCCCC1)C(=O)NC1CCCC1 (stereo not drawn),4,1,-1,-0.2,20,10,-2,-12,-6
C=CCC1(CC=C)CCCN1Cc1nc(COc2ccccc2)no1,-3,5,-2,0.1,13,10,0,19,13
Cc1ccc(/C(O)=C2/C(=O)C(=O)N(c3ccccn3)C2c2cccc([N+](=O)[O-])c2)cc1 (stereo not drawn),8,9,0,1.8,16,-24,-6,25,13
Cc1nn(C)c(C)c1CNC(=O)Nc1ccc2c(c1)OCO2,-5,2,2,-0.1,3,8,-2,0,-10
COc1ccc2nc(CC(C)(C)CC(=O)O)c[n+]([O-])c2c1,9,-2,-4,-0.6,8,1,-1,-2,2
COc1ccccc1C(=O)NNC(=O)C1CC=CCC1 (stereo not drawn),2,1,1,3.3,3,5,-3,18,-1
COc1cc(/C=N/S(=O)(=O)CCc2ccccc2)cc(OC)c1O,-6,1,-1,3.1,6,-5,0,5,-9
CCC(C)[C@H]1CNCCN1CCC12CC3CC(CC(C3)C1)C2 (stereo partly drawn),-9,-1,-1,0.6,21,16,-4,-17,18
CSCC(=O)NC1CCCc2c1cnn2-c1cc(F)cc(F)c1 (stereo not drawn),3,-3,-2,2.8,11,-3,1,-4,-13
CC(C)(C)n1nc2c(c1NC(=O)c1cccc(Cl)c1)CS(=O)(=O)C2,-1,0,-6,-2.4,-3,-9,-2,-8,14
CCCC(=O)Nc1c(-c2ccc(C)cc2)c(=O)c2ccccc2n1C,-2,4,3,-1.7,4,9,-5,15,16
O=C(O)c1ccc(-n2c(/C=C/c3cccc([N+](=O)[O-])c3)nc3ccccc3c2=O)cc1,4,-1,-2,-0.8,11,15,2,7,-7
Cc1ccccc1Nc1nc(N)nc(COC(=O)CCS(=O)(=O)c2ccc(Cl)cc2)n1,-9,3,0,-1.1,0,2,-3,3,17
Cc1ccc2c(c1)/C(=N/O)CCS2,9,7,-4,-2.2,-13,6,6,12,-45
COc1cc(C2C(C#N)=C(C)NC(C)=C2C#N)cc(OC)c1OC,-5,-7,-2,-2.2,-4,0,-5,6,-18
Cc1ccc(NC(=O)CN2C(=O)CCSc3ccc(S(=O)(=O)N4CCCC4)cc32)cc1C,11,-1,-5,-1.7,-2,-4,-3,11,-1
COc1ccccc1N(Cc1cc(=O)[nH]c2ccccc12)C(=O)c1ccc([N+](=O)[O-])cc1,-2,9,-1,0.1,9,11,1,-15,9
O=C(CN1C(=O)NC2(CCCCCCC2)C1=O)Nc1cccc(Br)c1,-10,10,-3,-1.5,8,1,-2,-7,25
COc1cccc(-n2c(CN3CCN(c4ccccc4)CC3)nc3ccc([N+](=O)[O-])cc3c2=O)c1,-1,23,-1,2.3,19,21,-2,-2,-14
Cc1cc(C)nc(CCNC(=O)c2cc(COc3ccc(F)cc3Cl)on2)n1,-4,21,0,0.3,32,10,-3,28,15
COc1ccc(CC2(CO)CCN(C(=O)NCc3ccccc3)CC2)cc1,-5,-5,-1,-3.2,11,12,0,8,3
CCCCC1=CC2=CC(=O)C(C)(OC(=O)CC)C(=O)C2=CN1Cc1ccc2c(c1)OCO2 (stereo not drawn),-8,7,2,-0.1,13,10,2,-1,-3
COCc1[nH][nH]c(=O)c1C=Nc1ccc(OC(F)(F)F)cc1,6,0,0,-0.7,-4,-5,-4,9,4
Cc1onc(-c2c(Cl)cccc2Cl)c1C(=O)N=S(C)(=O)c1ccccc1 (stereo not drawn),7,3,-1,-1.6,10,-17,-2,13,-6
O=C(O)CCCC(=O)Nc1ccc(N2CCCC2)cc1,-6,-9,-2,0.1,-1,19,4,-14,8
COc1ccc(-c2c(-c3cc(OC)cc(OC)c3)n(C)c3ccc(-c4ccc5cc[nH]c5c4)cc23)cc1,-8,-6,-2,2.7,4,-6,-2,3,6
Cc1cc(C)c(C(=O)CN2C(=O)C(=O)N(C3CCCC3)C2=O)cc1C,6,1,1,0.4,32,16,-2,-2,-27
CCOc1ccc(Nc2nc(NCC(=O)O)nc(N)c2[N+](=O)[O-])cc1,1,3,0,1.5,1,1,-1,20,-21
COc1ccc(/C=N/c2sc3c(c2C#N)CCN(Cc2ccccc2)C3)c(O)c1,/,4,0,-0.2,-10,-2,-3,20,23
COc1cccc(Oc2ccc(N)cn2)c1,-3,0,-1,-0.1,7,7,3,1,17
COc1cc2c(cc1OC)CN(Cc1cccs1)CC2,1,-12,1,-1.6,15,1,-1,7,-28
COc1ccccc1N1CCN(c2cc(=O)n(-c3ccc(Cl)cc3)c(=O)[nH]2)CC1,3,1,-1,-0.3,3,11,-2,-4,-21
CC(/C=C/c1ccc(C)o1)=C\C(=O)O,4,3,1,-0.5,23,13,-5,-11,1

Next results follow:
Compound,CXCR6 block,TIM10 inh,UPR XBP1 act,CHOP UPR activ,tim23-1 inh,tim10-1 inh,APJ agonist,APJ antag,Mdm2-MdmX inh
O=C(CCNC(=O)c1ccccc1Cl)NCC(c1ccc(F)cc1)N1CCOCC1 (stereo not drawn),-3,3,1,0.7,-8,5,-5,-3,-2
O=C(NCc1ccco1)Nc1ccc(Br)cc1,-2,-12,1,3.4,0,-7,-1,17,-6
COc1ccc(-c2cc(-c3ccccc3)nc(SCC(=O)Nc3ncc(C)s3)c2C#N)cc1,11,-3,0,-0.7,8,-7,-3,11,42
Cc1ccc(N/C=C2/Sc3ccccc3NC2=O)cc1,2,-11,2,1.5,-5,-7,6,-7,-72
CCc1ccccc1NC(=O)CCCN1C(=O)c2cccnc2C1=O,0,3,-4,1.8,6,-2,0,13,9
O=C(Oc1c(-c2ccccc2)c(=O)n2c3c(cccc13)CC2)c1ccccc1,5,23,5,5.9,36,-12,1,-4,48
CC(C)C[C@H]1C(=O)N2CCC[C@H]2[C@]2(O)O[C@](NC(=O)C3C=C4c5cccc6[nH]c(Br)c(c56)C[C@H]4N(C)C3)(C(C)C)C(=O)N12 (stereo partly drawn),-2,11,2,13,9,23,4,-3,61*
CCCCN(C)Cc1cc(=O)oc2cc3c(cc12)CCCC3,1,18,1,3.3,27,18,-2,18,11
Cc1cccc(N2CCN(C(=O)/C=C/c3cccs3)CC2)c1C,2,32,-2,-0.4,30,23,-4,14,4
CN(C)C(=O)c1cn(CCC#N)nc1-c1ccc2ccccc2c1,-6,-5,-2,-0.9,-2,5,-2,21,1

Screens from PubChem.
